Source: PubChem BioAssay (National Center for Advancing Translational Sciences (NCATS))
FBPA Giardia inh = qHTS Assay for Inhibitors of Fructose-1,6-bisphosphate Aldolase from Giardia Lamblia | A8B2U2 | purified Giardia FBPA | Potency, µM (doses to about 59.6 µM), without a hit: at the top dose activity, negative = inhibition, usual class: inhibitors | hit rate 0.71% among 290,000 | AID 2451, 2010; also: potency is read from the fitted curve at half-maximal effect; nearly all actives have a fitted effect of over 55% in size
Target sequence (A8B2U2 whole entry, looked up): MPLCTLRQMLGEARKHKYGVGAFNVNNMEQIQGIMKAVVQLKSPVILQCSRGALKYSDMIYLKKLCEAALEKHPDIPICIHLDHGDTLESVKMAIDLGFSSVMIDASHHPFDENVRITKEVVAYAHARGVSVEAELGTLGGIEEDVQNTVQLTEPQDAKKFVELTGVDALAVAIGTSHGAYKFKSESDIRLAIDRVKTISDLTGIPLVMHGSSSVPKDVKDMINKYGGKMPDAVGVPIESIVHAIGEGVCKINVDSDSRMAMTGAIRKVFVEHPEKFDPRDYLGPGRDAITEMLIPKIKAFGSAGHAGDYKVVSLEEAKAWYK
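40 nM FBPA preincubated 10 min at RT with compound (up to 57.5 uM final), then substrate plus GAPDH/TPI/NAD/arsenate coupling and diaphorase/resazurin added. Fluorescence read after 20 min at RT, 525/598 nm.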
AmpC no deterg = qHTS Inhibitors of AmpC Beta-Lactamase (assay without detergent); hit rate 0.52% among 330,000; AID 485341, 2010; P00811; AmpC nitrocefin hydrolysis, absorbance 480 nm, 0.0001% Triton; Potency, µM (series often up to 57.1 µM), without a hit: at the highest dose activity change, negative = inhibition, usual class: inhibitors;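 also: potency is read from the fitted curve at half-maximal effect; plate controls were no compound for no effect and no enzyme for full effect; nearly all actives have a fitted effect of over 20% in size; some results filed as inactive show a strong effect at the top dose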
Target sequence (P00811 whole entry, looked up): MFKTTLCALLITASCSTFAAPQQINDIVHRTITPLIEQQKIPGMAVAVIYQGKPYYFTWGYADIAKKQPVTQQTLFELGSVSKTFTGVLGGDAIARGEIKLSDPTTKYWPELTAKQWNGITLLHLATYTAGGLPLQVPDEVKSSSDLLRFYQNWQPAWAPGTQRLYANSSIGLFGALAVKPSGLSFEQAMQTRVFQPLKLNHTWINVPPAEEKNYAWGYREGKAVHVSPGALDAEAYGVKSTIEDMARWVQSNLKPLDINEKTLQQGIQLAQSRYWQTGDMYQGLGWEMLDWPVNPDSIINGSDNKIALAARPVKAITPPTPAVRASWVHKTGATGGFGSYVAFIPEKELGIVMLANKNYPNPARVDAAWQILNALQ
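AmpC (5.3 nM in the dispensed reagent) in 20 mM phosphate pH 7.0 with 0.01% (detergent screen) or 0.0001% Triton X-100 was preincubated with compounds for 15 min at room temperature. Nitrocefin was then added from an 800 uM solution, and hydrolysis was followed at 480 nm.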
AMA1-RON2 inh = qHTS for Inhibitors of AMA1-RON; Towards Development of Antimalarial Drug Lead: Primary Screen. Potency, µM (top dose mostly 58.2 µM), for the others: at the top dose activity change, negative = inhibition, usual class: inhibitors. Plasmodium falciparum AMA1 (3D7) - RON2 peptide interaction. AlphaScreen AMA1-biotinylated RON2 peptide binding. hit rate 0.2% among 360,000. AID 720542, 2013;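 also: potency is read from the fitted curve at half-maximal effect; 0% = vehicle wells and -100% = peptide control; nearly all actives have a fitted effect of over 45% in size; some results filed as inactive show a strong effect at the top dose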
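AMA1 (3D7) with his tag at 25 nM final met compounds first, then biotinylated RON2 peptide at 25 nM; detection used donor plus acceptor beads, 10 µg/mL apiece, read by AlphaScreen after 30 min at room temperature.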
Sm TGR inh = qHTS Assay for the Inhibitors of Schistosoma Mansoni Peroxiredoxins. AID 485364, 2010. Potency, µM (highest dose often 114 µM), without a hit: at the highest dose activity change, negative = inhibition, hits mostly inhibitors. hit rate 3% among 360,000. purified TGR, DTNB reduction, TNB absorbance 405 nm. Schistosoma mansoni thioredoxin glutathione reductase (TGR), Q962Y6; also: potency is read from the fitted curve at half-maximal effect; nearly all actives have a fitted effect of over 60% in size
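First, TGR (20 nM dispensed) and NADPH were mixed with compound. Second, a 15 min room-temperature incubation followed. Third, further NADPH and then DTNB were added to start the reaction. Finally, TNB absorbance was monitored kinetically.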
AmpC detergent = qHTS Inhibitors of AmpC Beta-Lactamase (assay with detergent); P00811; AmpC hydrolysis of nitrocefin, absorbance 480 nm, 0.01% Triton; Potency, µM (doses to about 114 µM), for the others: top-dose activity change, negative = inhibition, most hits filed as inhibitors; hit rate 0.041% among 370,000; AID 485294, 2010;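 also: potency is read from the fitted curve at half-maximal effect; 0% = no-compound wells and -100% = no-enzyme wells; nearly all actives have a fitted effect of over 25% in size; some results filed as inactive show a strong effect at the top dose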
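20 mM phosphate pH 7.0 + 0.01% (detergent screen) or 0.0001% Triton X-100; 5.3 nM AmpC reagent; cpd preinc 15 min RT; nitrocefin (800 uM stock) to start; A480 q20 s × 4 min; Activity was normalised to no-enzyme and no-compound control wells.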
HCMV antiviral = qHTS Assay for inhibitors of the human cytomegalovirus (HCMV); HFF cells, HCMV-luciferase reporter, 72 h; active compounds read low; activity change, negative = inhibition, % at 57.5 µM; hit rate 4.5% among 410,000; AID 1259415, 2018; in the data active = activity change below about -60%; inconclusive = no clear call, values can overlap the other calls; inactive = above about -39%
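Luciferase read-out from HCMV-luciferase-infected HFFs (MOI 1 PFU/cell) 72 h post infection at 37C; compounds added after 16 h cell attachment; activity normalized between buffer-only basal and Salinomycin (10uM) inhibitor controls.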
Numbers without * were called inactive; ? = inconclusive; · = not tested or not shown; & = joins results of further samples; [ ] = another dose, or the depositor's remark. Unless noted, calls follow the shape of the dose curve; as a rule, active = well fitted curve in the direction sought with a large enough effect; inconclusive = small, poorly fitted or top-dose-only effect, or another doubt; inactive = no such curve, though single readings can be large; an effect the other way counts as inactive or inconclusive. Unless noted, % is scaled to controls: 0 for no effect and ±100 for the full control effect.

The line under a structure holds: FBPA Giardia inh | AmpC no deterg | AMA1-RON2 inh | Sm TGR inh | AmpC detergent | HCMV antiviral
1	CC(C)(C)c1nc(S(=O)(=O)c2ccc(Cl)cc2)c(N2CCOCC2)o1
    7% | -8% | -6% | 8.9µM* | 4% | -18
2	O=C(CC1C(=O)NCCN1C(=S)Nc1ccccc1)Nc1ccc(F)cc1 (centres undefined)
    -2% | 5% | -1% | -14% | -10% | -22
3	CCN1CCN(C(=O)C2CCN(C(=O)c3cc4sccc4n3CC)CC2)CC1
    6% | 69%[activator] | 8% | -14% | ? | ·
4	COc1ccccc1N1CCN(C(=O)C2CCN(S(=O)(=O)c3cnc[nH]3)CC2)CC1
    · | · | · | 1% | -1% | 20
5	Cc1nc2nc(SCC(=O)Nc3cccc(Cl)c3)nn2c(C)c1Cc1ccccc1
    · | · | · | 16% | 4% | ?
6	CCN(CC)CCNc1ncnc2c1cnn2-c1cc(Cl)ccc1C
    · | · | · | 4% | 8% | -20
7	CCC(CC)NC(=O)c1nn(Cc2ccccc2)c(=O)c2ccccc12
    1% | 51% | 2% | -4% | ? | -14
8	Cc1c(C(=O)Oc2ccc(-c3cnc4ccccc4n3)cc2)cccc1[N+](=O)[O-]
    9% | -25% | -4% | 19% | 2% | 97
9	O=C(NCCCNC(=O)c1ccc(-c2cccc(Cl)c2)o1)c1cnccn1
    -10% | 39% | 3% | ? | -1% | ?
10	CCN1CCN(CC(O)COCCOc2ccc(Br)cc2)CC1 (centres undefined)
    -15% | -17% | 5% | 21% | 4% | -27
11	COc1ccc2c(c1OC)C(=O)N1N=C(c3ccc(Br)cc3)CC21 (centres undefined)
    3% | 47% | 1% | 1% | ? | ·
12	COc1ccc(NC(=O)c2oc3ccccc3c2NC(=O)c2cc(=O)c3ccccc3o2)cc1
    · | · | · | 4% | 16% | -1
13	CC(=O)c1cccc(NC(=O)c2cccn2-c2nnc(N3CCCCC3)s2)c1
    · | · | · | 3% | 5% | 0
14	COC(=O)C(CC(=O)c1cccc(OC)c1)c1ccc(F)cc1 (centres undefined)
    -16% | -3% | 18% | 5% | 2% | -36
15	CC(=O)C[C@@H](O)CC(=O)[C@H]1OC(=O)CC/C=C\Cc2ccccc21
    · | -9% | 8% | -4% | 4% | -14
16	COc1ccccc1C(=O)C1CCCN(C(=O)CCc2ccccn2)C1 (centres undefined)
    1% | 5% | 10% | 27% | 10% | -19
17	O=C(Nc1ccc(NC(=O)N2CCN(c3ccccc3O)CC2)cc1)N1CCN(c2ccccc2O)CC1
    0% | 2% | -26% | -1% | ? | 6
18	CC(C)[C@H](NC(N)=O)C(=O)NCCc1ccc(Cl)cc1Cl
    0% | -18% | 0% | 6% | 8% | -10
19	O=C(NCc1ccco1)c1cc(S(=O)(=O)N2CCOCC2)ccc1Br
    · | -20% | -14% | ? | -14% | 64
20	CN1CCCC(OC(=O)c2cccc(S(=O)(=O)N3CCCCCC3)c2)C1 (centres undefined)
    0% | -4% | -3% | 7% | 1% | 2
21	CCOc1ncccc1C(=O)Nc1cc(S(=O)(=O)N2CCCCCC2)ccc1OC
    · | -22% | 20% | 1% | 0% | -6
22	COc1ccc2nc(NC3=NCN(CC4CCCO4)CN3)nc(C)c2c1 (centres undefined)
    10% | -30% | · | 0% | ? | ·
23	O=C(c1cc([N+](=O)[O-])ccc1Cl)N1CCN(Cc2ccc3c(c2)OCO3)CC1
    5% | 19% | -4% | -4% | 0% | -1
24	Cc1ccc2oc(=O)c3cnn(CC(=O)N4CCN(c5cccc(C(F)(F)F)c5)CC4)c3c2c1
    · | · | · | -2% | 8% | 9
25	C=CCNC(=O)c1ccc(Cn2cc(C(F)(F)F)ccc2=O)cc1
    4% | -26% | 6% | 10% | 5% | -8
26	O=C(NCCN1CCN(c2ccccc2)CC1)C1CCN(S(=O)(=O)c2cccc3nonc23)CC1
    -2% | 21% | 2% | 1% | -9% | 16
27	Cc1cn(COC/C=C/c2ccccc2)c(=O)[nH]c1=O
    4% | -15% | 19% | -24% | ? | 48
28	CCCOc1c(Br)cc(C2C3=C(CCCC3=O)N(C)C3=C2C(=O)CCC3)cc1OC
    -22% | 287%[activator] | 3% | 4% | 3% | -9
29	Cc1cc(C)c2c(n1)sc1c(O)cc(=O)[nH]c12
    13% | -5% | -17% | 1% | 2% | 0
30	COC(=O)C1=C(C)NC(=S)NC1c1ccc(-c2cc(Cl)ccc2Cl)o1 (centres undefined)
    -6% | ? | 21% | 13µM* | 0% | -13
31	CCN(CC)CCn1c2c(c(SCC(=O)Nc3ccc(C)c(F)c3)nc1=O)CCC2
    · | ? | -3% | 5% | ? | -99*
32	CCc1ccc(-n2c(O)c(/C=N/N3CCCCC3c3cccnc3)c(=O)[nH]c2=O)cc1 (centres undefined)
    1% | -21% | 18% | -6% | 1% | 8
33	COc1ccc(CNCC(O)COCc2cccs2)cc1 (centres undefined)
    -20% | -8% | -23% | 9%[11.4 µM] | -15% | 35
34	Cc1ccccc1CSCCNC(=O)C1CCN(S(=O)(=O)Cc2ccccc2)CC1
    · | · | · | ? | -4% | -4
35	CC(=O)c1ccccc1NS(=O)(=O)c1ccc2c(c1)CC(=O)N2
    · | -3% | -2% | 3% | 0% | -7
36	CCCCC(=O)Nc1nnc(S(=O)(=O)N(C)Cc2ccc(Cl)cc2)s1
    · | · | · | -1% | 14% | 0
37	CCOC(=O)c1c(C)oc2ccc(OS(C)(=O)=O)cc12
    8% | 7% | 5% | 28% | 3% | -14
38	Cc1sc(NC(=O)/C=C/c2ccc(C(C)C)cc2)c(C#N)c1C
    8% | -21% | -6% | 2% | -8% | -6
39	CCCN(C(=O)COC(=O)COc1c(C)cccc1C)c1c(N)n(Cc2ccccc2)c(=O)[nH]c1=O
    · | 5% | -2% | -2% | ? | -38
40	CCOC(=O)c1sc(N)c(C#N)c1COC(=O)CNC(=O)c1cc(OC)c(OC)c(OC)c1
    -5% | -33% | 15% | -1% | 1% | -35
41	Cc1onc(-c2ccccc2Cl)c1C(=O)NCc1nc(-c2ccccc2)no1
    -1% | -1% | 36%[activator] | -1% | -1% | -36
42	Cc1nc2ccccn2c1C(=O)CSc1ccc(Cl)cc1Cl
    1% | -22% | 2% | -31% | -9% | -35
43	O=C(O)Cn1ccc2cc(S(=O)(=O)N3CCCCCC3)ccc21
    · | -19% | -10% | 2%&-7% | 3%&-1% | -34&-2
44	CCOC(=O)c1cc(C)n(CC2CCC(C(=O)Nc3ccc(C(=O)OC)cc3)CC2)c1C (centres undefined)
    · | · | · | 1% | 18% | -39
45	Cc1nn(C)c(Cl)c1CN1CCCC(CO)(Cc2cccc(Cl)c2)C1 (centres undefined)
    -1% | 110%[activator] | 3% | 7% | 1% | -19
46	Cc1ccc(CNC(=O)COC(=O)c2nc(-c3ccccc3)oc2C)cc1
    · | 9% | -13% | -4% | 0% | -5
47	CCC(CO)Oc1cc(NC(=O)c2ccccc2)c2ncn(C(C)C)c2c1 (centres undefined)
    · | -7% | -5% | -14% | 6% | -1
48	CCCCC1CC(C)(C(=O)CSc2nc3ccccc3s2)OC1=O (centres undefined)
    0% | -27% | 12% | 2% | 6% | 34
49	CCC(=O)N1CCN(CCN=CC2=C(O)CC(C)(C)CC2=O)CC1
    5% | -3% | 50%[activator] | 45µM* | 0% | 44
50	CCOC(=O)N1CCN(C(=O)C2c3cc(OC)c(OC)cc3C(=O)N3CCc4ccccc4C23)CC1 (centres undefined)
    -4% | 176%[activator] | 2% | 0% | ? | -4
51	Cn1cc(CN2CCCCC2CO)c(-c2ccc(Oc3ccccc3)cc2)n1 (centres undefined)
    0% | 67%[activator] | 6% | -14% | 8% | -36
52	COc1ccc(C)cc1C(=O)CCC(=O)N1CCN(c2ccccc2F)CC1
    · | 31% | -2% | -1% | -14% | -16

Profiles from above:
`CCC(CO)Oc1cc(NC(=O)c2ccccc2)c2ncn(C(C)C)c2c1` (centres undefined) reads FBPA Giardia inh: ·; AmpC no deterg: -7%; AMA1-RON2 inh: -5%; Sm TGR inh: -14%; AmpC detergent: 6%; HCMV antiviral: -1
`CC(=O)c1ccccc1NS(=O)(=O)c1ccc2c(c1)CC(=O)N2` reads FBPA Giardia inh: ·; AmpC no deterg: -3%; AMA1-RON2 inh: -2%; Sm TGR inh: 3%; AmpC detergent: 0%; HCMV antiviral: -7

14 consecutive compounds from above:
The line under a structure holds: FBPA Giardia inh | AmpC no deterg | AMA1-RON2 inh | Sm TGR inh | AmpC detergent | HCMV antiviral
29	Cc1cc(C)c2c(n1)sc1c(O)cc(=O)[nH]c12
    13% | -5% | -17% | 1% | 2% | 0
30	COC(=O)C1=C(C)NC(=S)NC1c1ccc(-c2cc(Cl)ccc2Cl)o1 (centres undefined)
    -6% | ? | 21% | 13µM* | 0% | -13
31	CCN(CC)CCn1c2c(c(SCC(=O)Nc3ccc(C)c(F)c3)nc1=O)CCC2
    · | ? | -3% | 5% | ? | -99*
32	CCc1ccc(-n2c(O)c(/C=N/N3CCCCC3c3cccnc3)c(=O)[nH]c2=O)cc1 (centres undefined)
    1% | -21% | 18% | -6% | 1% | 8
33	COc1ccc(CNCC(O)COCc2cccs2)cc1 (centres undefined)
    -20% | -8% | -23% | 9%[11.4 µM] | -15% | 35
34	Cc1ccccc1CSCCNC(=O)C1CCN(S(=O)(=O)Cc2ccccc2)CC1
    · | · | · | ? | -4% | -4
35	CC(=O)c1ccccc1NS(=O)(=O)c1ccc2c(c1)CC(=O)N2
    · | -3% | -2% | 3% | 0% | -7
36	CCCCC(=O)Nc1nnc(S(=O)(=O)N(C)Cc2ccc(Cl)cc2)s1
    · | · | · | -1% | 14% | 0
37	CCOC(=O)c1c(C)oc2ccc(OS(C)(=O)=O)cc12
    8% | 7% | 5% | 28% | 3% | -14
38	Cc1sc(NC(=O)/C=C/c2ccc(C(C)C)cc2)c(C#N)c1C
    8% | -21% | -6% | 2% | -8% | -6
39	CCCN(C(=O)COC(=O)COc1c(C)cccc1C)c1c(N)n(Cc2ccccc2)c(=O)[nH]c1=O
    · | 5% | -2% | -2% | ? | -38
40	CCOC(=O)c1sc(N)c(C#N)c1COC(=O)CNC(=O)c1cc(OC)c(OC)c(OC)c1
    -5% | -33% | 15% | -1% | 1% | -35
41	Cc1onc(-c2ccccc2Cl)c1C(=O)NCc1nc(-c2ccccc2)no1
    -1% | -1% | 36%[activator] | -1% | -1% | -36
42	Cc1nc2ccccn2c1C(=O)CSc1ccc(Cl)cc1Cl
    1% | -22% | 2% | -31% | -9% | -35
